EphA4 KYL inhibition – inhibitors of EphA4 binding to KYL peptide, primary screen, biochemical, colorimetric, mouse EphA4 (AID 689). EphA4-AP binding to KYL peptide, pNPP A405; higher % means a stronger effect. inhibition, % at 10 µM, or IC50 in µM where a hit was titrated. hit rate 0.1% among 62,000; in the data active means a potency from the dose series; inactive means the rest, 99 in 100 with inhibition below about 22%
Numbers without * were called inactive. This is a subset. The share of hits here may be higher or lower than overall.

Start of the data: the first three records, ahead of the listing:
EphA4 KYL inhibition,smiles
-4.6%,Cc1ccc(-c2nnc(SCC(C)C)n2C)cc1
0.0%,Cc1cc(C=C2C(=O)NC(=O)NC2=O)c(C)n1-c1cccc([N+](=O)[O-])c1
-11.5%,Cc1ccc(CNC(=O)C2CC(c3ccccc3[N+](=O)[O-])=NO2)o1 (stereo unspecified)

Results, from the start:
EphA4 KYL inhibition,smiles
-4.6%,Cc1ccc(-c2nnc(SCC(C)C)n2C)cc1
0.0%,Cc1cc(C=C2C(=O)NC(=O)NC2=O)c(C)n1-c1cccc([N+](=O)[O-])c1
-11.5%,Cc1ccc(CNC(=O)C2CC(c3ccccc3[N+](=O)[O-])=NO2)o1 (stereo unspecified)
-4.3%,N#CC1=C(SCc2ccccc2)NC(=O)CC1c1ccco1 (stereo unspecified)
-8.7%,CC(NC(=O)c1cc2ccccc2o1)C(=O)O (stereo unspecified)
-13.3%,CCCn1c(N)c(C(=O)CSc2nnc(C3CC3)n2Cc2ccccc2)c(=O)[nH]c1=O
-3.3%,CCc1ccccc1NC(=O)N[C@H](C(=O)O)C(C)CC (stereo partly specified)
10.9%,Cc1ccc(F)c(NC=C2C(=O)OC(C)(C)OC2=O)c1
0.8%,Cc1ccc2ncnc(N(CC(C)C)CC(C)C)c2c1
-15.1%,COC(=O)c1ccc(NC(=O)Cn2nc(-c3ccncc3)nc2SCC(=O)Nc2nccs2)cc1
-15.1%,Fc1ccc(CNc2nc(-c3ccco3)cc(C(F)(F)F)n2)cc1
-3.4%,COc1ccccc1-c1ccc(=O)n(CC(=O)Nc2ccc(C(=O)N3CCCC3)cc2)n1
25.1%,Cc1ccc(/C=C(\C#N)c2nc3ccccc3[nH]2)s1
-14.9%,CC1(C)Cc2ccccc2C(Nn2cnnc2)=N1
-4.6%,N#C/C(C(N)=O)=C1/CCc2ccccc2N1
3.5%,O=C(NC(=S)Nc1ccccc1)c1csnn1
-17.0%,O=C(O)CC1(CC(=O)Nc2ccc3ccccc3c2)CCCCC1
-10.9%,CC(C)C(c1nnnn1Cc1ccc2c(c1)OCO2)N1CCN(c2ccccc2)CC1 (stereo unspecified)
-1.4%,CNC(=O)C1CC(=O)N(Cc2ccc(OC)c(OC)c2)C(=Nc2ccc(OC)cc2)S1 (stereo unspecified)
-7.1%,CC(=O)c1c(C)[nH]c(C(=O)Nc2ccc3c(c2)OCCO3)c1C
-26.3%,Nc1nc2ccccc2n1CCOc1ccccc1Cl
4.2%,NC(=O)NC(Cc1ccccc1)c1ccccc1 (stereo unspecified)
7.0%,CCCCn1c(/N=C/c2cc(OC)ccc2O)nc2ccccc21
-8.4%,CCn1cc2c(c1-c1cccc(C)c1)c(=O)n(C)c(=O)n2C
-44.2%,Cc1cc(N2CCC(C)CC2)nc2cccc(O)c12
14.8%,COc1ccc(CCNC(=O)CSc2nc(O)c(CC(C)C)c(=O)[nH]2)cc1OC
-17.2%,CCOn1c(=O)c(-c2ccc(OC)c(OC)c2)[n+]([O-])c2ccccc21
-6.9%,O=C(c1ccc(-c2nnc(Nc3ccccc3)c3ccccc23)cc1)N1C[C@H]2C[C@H](C1)c1cccc(=O)n1C2
-12.6%,COc1ccc(OC)c(-n2nnnc2SCC(=O)O)c1
-1.7%,Cc1ccc(OCC(=O)N2CCN(c3nnc(-c4ccccc4)c4ccccc34)CC2)cc1
-11.3%,O=C(Nc1nnc(COc2ccc(Cl)cc2)s1)c1ccc([N+](=O)[O-])cc1
-12.5%,O=C(C=C1CCN(c2ncc(C(F)(F)F)cc2Cl)CC1)NNC(=O)Nc1ccc(Cl)cc1
-8.7%,O=C(CN(Cc1ccccc1F)S(=O)(=O)c1ccc(Cl)cc1)NCCC1=CCCCC1
21.7%,CCc1ccc(NC(=O)C(=O)NC2CC(C)(C)NC(C)(C)C2)cc1
1.4%,Cc1ccc(Cn2nc(-c3ccccc3)nc2-c2ccccc2)cc1
-0.5%,Cc1ccc(-c2nc(CSCC(=O)NCCCN3CCOCC3)c(C)o2)cc1
-0.4%,O=C(c1ccco1)c1nc2c(n1O)CCCCC2
-7.5%,CN1C(C)(C)CC(=NOC(=O)c2ccccc2)CC1(C)C
4.1%,COc1ccc2[nH]c(=O)c(CN(C(=O)C3CCCO3)c3ccc(C)cc3)cc2c1 (stereo unspecified)
-7.0%,Cn1cccc1-c1cc(C(=O)O)[nH]n1
-6.2%,Cc1ccc(OCCCN2CCOCC2)cc1
-3.3%,CCN(CC)S(=O)(=O)c1ccc(Cl)c(C(=O)Nc2nnc(C)s2)c1
-7.4%,O=C(Nc1ccccc1)N(CCc1nc2ccccc2[nH]1)C1CCCC1
-1.7%,COCCCn1cnc2c(c1=O)c1nc3ccccc3nc1n2CCc1ccccc1
0.2%,COc1ccc(CCNC(=O)c2ccc(N(Cc3ccc(Cl)cc3)S(C)(=O)=O)cc2)cc1OC
-3.6%,O=C1CC(c2ccc(Cl)cc2)CC2=C1C(c1ccccc1[N+](=O)[O-])Nc1ccccc1N2 (stereo unspecified)
-21.7%,O=S(=O)(c1ccccc1)c1cnn2c(C(F)(F)F)cc(-c3ccc(F)cc3)nc12
2.8%,Cc1ccc(-n2nc3c(c2NC(=O)c2cccs2)CSC3)cc1
-3.3%,CC(C)(C)OC(=O)N[C@@H](Cc1c[nH]c2ccccc12)c1nnc(SCC(N)=O)o1
-4.7%,CCCCNC(=O)/C(=C/c1ccc(-c2cccc([N+](=O)[O-])c2)o1)NC(=O)c1ccc(OC)cc1

An excerpt of these results, field by field.
CN1C(C)(C)CC(=NOC(=O)c2ccccc2)CC1(C)C
  EphA4 KYL inhibition = -7.5%
CC(C)(C)OC(=O)N[C@@H](Cc1c[nH]c2ccccc12)c1nnc(SCC(N)=O)o1
  EphA4 KYL inhibition = -3.3%
O=C1CC(c2ccc(Cl)cc2)CC2=C1C(c1ccccc1[N+](=O)[O-])Nc1ccccc1N2 (stereo unspecified)
  EphA4 KYL inhibition = -3.6%
COCCCn1cnc2c(c1=O)c1nc3ccccc3nc1n2CCc1ccccc1
  EphA4 KYL inhibition = -1.7%

(more compounds)
EphA4 KYL inhibition,smiles
1.7%,CCN1/C(=C\C=C\c2n(CCCS(=O)(=O)[O-])c3cc(C#N)ccc3[n+]2CC)Oc2ccc(-c3ccccc3)cc21
0.0%,CCCCOC(=O)c1ccc(NC(=O)COc2ccc3c(C)cc(=O)oc3c2)cc1
-8.0%,Cc1cc(C)cc(N(C(=O)C2CCCC2)C2C=CS(=O)(=O)C2)c1 (stereo unspecified)
-11.1%,COC(=O)C1Sc2[nH]c(=O)sc2C2c3ccccc3OC(=O)C12 (stereo unspecified)
0.7%,CCc1cccc(NC(=O)Cn2cccc2)c1
-4.2%,Cc1ccc(CNC(=O)c2c(C)cc(=O)oc2C)cc1
1.7%,COc1ccc(N(CC(=O)N2CCCC2)S(C)(=O)=O)cc1
-1.9%,Cc1[nH]nc2c1C(c1ccccc1F)CC(=O)N2 (stereo unspecified)
-6.8%,COC(=O)c1ccc(-c2ccco2)n1Cc1cc(C)ccc1C
-10.4%,Cc1cnc(C(=O)Nc2ccc3c(c2)CCC3)cn1
-3.7%,Cn1c(=O)c2c(nc(N3CCCCCC3)n2CC(=O)c2ccccc2)n(C)c1=O
-15.2%,CCCCn1c(=N)n(CC(O)COc2ccc(C)cc2)c2ccccc21 (stereo unspecified)
-2.6%,CC(C)Oc1ccc(CNC(=S)N/N=C/c2cccnc2)cc1
23.5%,CCOC(=O)c1cc(-c2ccco2)nc2c1c(C)nn2-c1ccccc1
-19.5%,CCOc1ccc(NC(=O)c2ccc(CNc3c(NC4CCCCC4)c(=O)c3=O)cc2)cc1
-11.0%,CCNC(=S)NNC(=O)c1cccn(Cc2ccc(Cl)cc2Cl)c1=O
-5.8%,CC(C)CC(C)NNC(=O)c1cc2ccccc2[nH]1 (stereo unspecified)
1.3%,CCn1c(COc2cccc(C)c2)nnc1SCC(=O)N1CCCC1
-9.5%,CC(=O)c1c(C)nc2ccc(Br)cc2c1C(=O)O
-11.8%,COc1ccc(C/C(=N\O)c2ccc(OC)cc2)cc1
-3.2%,Cc1ccc(CNC(=O)C(NS(=O)(=O)c2ccc3nc(C)sc3c2)C(C)C)cc1 (stereo unspecified)
-4.5%,O=C(NCc1ccccc1)C(c1ccccc1)N(Cc1cccs1)C(=O)c1cnccn1 (stereo unspecified)
-3.7%,CC1CCCCN1S(=O)(=O)c1ccc2c(c1)CCN2C(=O)CCC(=O)O (stereo unspecified)
-9.9%,COC(=O)c1cc(=O)n(CCc2ccc(OC)c(OC)c2)c(=Nc2ccc(F)c(Cl)c2)s1
-8.6%,O=C(Nc1ccc2c(c1)OCO2)C1CC(c2ccc(F)cc2)=NO1 (stereo unspecified)

Random excerpt: 4 entries already listed.
EphA4 KYL inhibition,smiles
23.5%,CCOC(=O)c1cc(-c2ccco2)nc2c1c(C)nn2-c1ccccc1
-3.7%,Cn1c(=O)c2c(nc(N3CCCCCC3)n2CC(=O)c2ccccc2)n(C)c1=O
-6.8%,COC(=O)c1ccc(-c2ccco2)n1Cc1cc(C)ccc1C
-11.8%,COc1ccc(C/C(=N\O)c2ccc(OC)cc2)cc1

Other results follow:
EphA4 KYL inhibition,smiles
0.8%,CCCc1nc(N)nc2c1C(=O)CC(C)(C)C2
-9.1%,COc1cnc(SCc2ccc(Cl)cc2)nc1Cl
1.0%,COc1cccc(N2CCN(C(=O)CCn3c(=S)[nH]c4cc5c(cc4c3=O)OCO5)CC2)c1
5.5%,COc1ccc(C2/C(=C(\O)c3cccc(OC)c3)C(=O)C(=O)N2c2ccccn2)cc1 (stereo unspecified)
-5.8%,CN(C(=O)CSc1ncccc1C(=O)O)c1ccccc1
-14.6%,COc1ccc(CSc2nc(C)cc(=O)[nH]2)cc1
-9.3%,C=CCNC(=O)c1ccc(N2C(=O)c3ccccc3C2=O)cc1
-6.9%,COc1ccc(S(=O)(=O)N2CCC(NC(=O)Nc3ccc(C)cc3)CC2)cc1
2.1%,O=C(NC(=S)Nc1ccc([N+](=O)[O-])cc1)c1ccco1
-4.9%,CCCCOc1cccc(-c2cc(C(=O)NNC(=S)NCC)c3ccccc3n2)c1
-1.7%,CC(C)(C)n1c(=O)[nH]c2c(c1=O)CCC2
-12.9%,CCCC(=O)N=C1SC2CS(=O)(=O)CC2N1c1ccc(C(C)=O)cc1 (stereo unspecified)
-11.9%,COc1ccc(C2=NOC(C(=O)Nc3c(C)n(C)n(-c4ccccc4)c3=O)C2)cc1 (stereo unspecified)
-4.3%,CN1/C(=C\C(=O)Nc2ccc(Br)cc2)C(C)(C)c2ccccc21
-5.9%,Cc1ccc(CNC(=O)C(=O)NCc2ccncc2)cc1
-7.5%,COc1cc(C2C3=C(CC(C)(C)CC3=O)OC3=C2C(=O)CC(C)(C)C3)cc(Br)c1OCc1ccccc1
1.5%,COc1cc(Cl)c(C)cc1NC(=O)CSc1ccc(C)cc1
-3.3%,CCCOC(=O)CSc1nnc(-c2ccccc2Cl)o1
-1.9%,O=C(c1ccccc1C(F)(F)F)N1CCN(S(=O)(=O)c2ccccc2)CC1
-4.3%,O=C(Oc1cccnc1)c1ccc(Cl)c(Cl)c1
-4.3%,COCCN1Cc2cccc(C(=O)N3CCN(c4ccccc4)CC3)c2C1=O
-3.2%,COc1ccc(Cl)cc1C(=O)Nn1cnc2ccccc2c1=O
-20.0%,CCOC(=O)Oc1ccc2oc(C)c(C(=O)OCCOC)c2c1
-6.7%,Cc1ccc(Nc2nc(-c3c(C)n(C)n(-c4ccccc4)c3=O)c(C)s2)cc1
-3.7%,COC(=O)[C@@H](NC(=O)Nc1ccc(C(C)=O)cc1)C(C)C
-23.5%,COC(=O)c1ccc(CNC(=O)CNc2cc(C(F)(F)F)ccc2N2CCOCC2)cc1
-2.0%,COc1ccc(N2CCN(C(=O)CSc3nnc(-c4ccc5[nH]c(C)c(C)c5c4)o3)CC2)cc1
1.0%,CC1=CC(C)(C)N=C(Nc2ccc(C)cc2)S1
-12.2%,CCn1nccc1C(=O)Nc1nc2ccccc2n1CCN1CCCCC1
-8.2%,O=S(=O)(c1ccccc1)N1CCn2c(nc3ccccc32)C1
8.9%,O=C(NC(Cc1ccc([N+](=O)[O-])cc1)C(=O)NCc1ccco1)OCc1ccccc1 (stereo unspecified)
0.5%,COc1ccc(C2C3=C(CCCC3=O)Nc3c(-c4ccccc4)c(C)nn32)cc1 (stereo unspecified)
0.4%,CCOC(=O)C1C(=O)Nc2nc3ccccc3n2C1C(C)C (stereo unspecified)
7.9%,Cc1ccc(S(=O)(=O)N(CCc2ccccc2)CC(=O)Nc2ccc(Cl)cc2Cl)cc1
-11.7%,O=C(COC(=O)Cn1[nH]c(=O)c2ccccc2c1=O)Nc1ccc2c(c1)OCO2
-4.9%,COc1nnnc2c1sc1nc(N3CCOCC3)c3c(c12)CC(C)(C)OC3
-6.4%,O=C(Cc1n[nH]c(=O)[nH]c1=O)N/N=C/c1ccccc1O
-8.5%,CC(=O)NC1=NC(=O)/C(=C\c2ccc(C(C)(C)C)cc2)S1
-5.9%,O=C(O/N=C/c1ccc2c(c1)OCO2)c1ccccc1Cl
-5.2%,CCCOc1ccc(C2C(=O)N(C3CCCCC3)CC(=O)N2CCCOCC)cc1OC (stereo unspecified)
8.7%,Cc1nc(CC(=O)c2c(C)cc(O)cc2O)cs1
-5.7%,Cc1ccc(S(=O)(=O)NCc2ccco2)c(C)c1C
-9.6%,O=C(O)c1ccccc1SCC(=O)N1CCCCC1
-9.8%,COc1ccc(-n2c(Cc3cccn3C)nnc2SCC(=O)N2CCCc3ccccc32)cc1
1.5%,O=C(Nc1ccccc1I)C1CC(=O)N(c2ccc(Cl)cc2)C1 (stereo unspecified)
11.9%,O=C1NC(=O)N(c2ccccc2)C(=O)/C1=C\c1ccc(-c2cccc([N+](=O)[O-])c2)o1
6.9%,Cc1cccc(-n2c(Cc3ccccc3)nnc2SCC(=O)N2CCOCC2)c1
-20.8%,O=C(NCc1cccnc1)C1COc2ccccc2O1 (stereo unspecified)

Source: PubChem
